GRP78 ERSR act: inducers of ER stress response in human glioma cells | U87-MG GRP78 promoter luciferase reporter, 16 h | Potency, µM, for inactives: at the highest dose activation, hits mostly activators | actives 0.02% (n = 420,000) | AID 602332; note: potency is the fitted concentration of half-maximal effect; series mostly up to about 76 µM; % of control where 0% means no effect; nearly all actives have a fitted effect of over 35% in size
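ERSR induction read as luciferase luminescence (Bright-Glo, 10 min at room temperature) in stably transfected human U87-MG glioma cells exposed to compounds for 16 h, using GRP78 as sensor.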
D1 PAM: human D1 dopamine receptor positive modulation; P21728; HEK293 TREx D1 cells, calcium flux, dopamine EC20 potentiation; potentiation, % at 10 µM; actives 0.036% (n = 360,000); AID 504651; in the data active = potentiation above about 30%; note: 0% is about no effect
Vif-A3F inh: blocks the Vif interaction with APOBEC3F. HeLa A3F-eYFP + Vif (tagged APOBEC3F with the HIV-1 protein that degrades it), YFP fluorescence increase. Potency, µM (doses to about 46.1 µM), inactives show at the top dose activity, negative = active. actives 0.2% (n = 390,000). AID 602313; note: potency is the fitted concentration of half-maximal effect; % of control where 0% means no effect; nearly all actives have a fitted effect of over 65% in size
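HeLa cells stably expressing Vif plus C-terminally eYFP-tagged A3F were seeded, incubated overnight at 37 deg C, dosed with compound, incubated overnight again at 37 deg C. Yellow fluorescence (Ex 488/Em 500-530) reported blocked Vif-mediated A3F-eYFP degradation.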
LDHA inh: LDHA (human) enzyme inhibition; P00338; purified LDHA, NADH/diaphorase-resazurin fluorescence; active compounds read low; activity change, % (values are at about 110 or 230 µM); actives 0.15% (n = 480,000); AID 1347041; in the data active = activity change below about -30%; inconclusive = mostly about -25% to -30%;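 note: plate controls were DMSO wells for no effect and wells without enzyme for full effect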
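Remaining NADH was detected by diaphorase (0.133 mg/mL) converting 37 µM resazurin to fluorescent resorufin, read at 0 and 20 minutes. The preceding 5-minute room-temperature reaction used 2 nM LDHA, 0.2 mM sodium pyruvate and 0.06 mM NADH at pH 7.4.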
D1 ag: activates the human D1 dopamine receptor | actives 1% (n = 360,000) | AID 504660 | HEK293 T-REx D1 cells, calcium flux, agonist mode | P21728 | activation, % at 2 µM; in the data active = activation above about 30%; note: 0% is about no effect
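Tetracycline-induced HEK293 TREx D1 cells, force-coupled to calcium signalling, were dye-loaded with a no-wash calcium kit. Compound was pin-added after a 10 s baseline. Fluorescence was read kinetically at 1 cycle/s for 180 s, with calcium rises flagged as agonism.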
RXFP1 ag: RXFP1 (human) receptor agonism; Potency, µM (series often up to 57.5 µM), for the others: at the highest dose activation, hits mostly activators; HEK293T-RXFP1 cAMP TR-FRET, 30 min; response scale: percent of porcine relaxin response, buffer zero; actives 0.3% (n = 370,000); note: potency is the fitted concentration of half-maximal effect; % is set by controls: 0 for no effect and ±100 for the full control effect; nearly all actives have a fitted effect of over 60% in size; many of its hits are not listed in these tables
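Agonist response is measured as cAMP accumulation in an RXFP1-transfected HEK293T line under PDE4 inhibition. Values are scaled between buffer-only and 29 nM porcine relaxin, and EC50s come from standard Hill equation fits.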
Vif-APOBEC3G blk: inhibitors of Vif-APOBEC3G interaction; Q9HC16; HeLa A3G-eYFP + Vif (tagged APOBEC3G with the HIV-1 protein that degrades it), YFP fluorescence, overnight; Potency, µM (highest dose often 46.1 µM), for the others: top-dose activity, negative = active, most hits filed as inhibitors; actives 0.076% (n = 410,000);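 note: potency is the fitted concentration of half-maximal effect; % is set by controls: 0 for no effect and ±100 for the full control effect; nearly all actives have a fitted effect of over 60% in size; hits raise eYFP signal because A3G escapes Vif-driven loss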
Target sequence (Q9HC16 whole entry, looked up): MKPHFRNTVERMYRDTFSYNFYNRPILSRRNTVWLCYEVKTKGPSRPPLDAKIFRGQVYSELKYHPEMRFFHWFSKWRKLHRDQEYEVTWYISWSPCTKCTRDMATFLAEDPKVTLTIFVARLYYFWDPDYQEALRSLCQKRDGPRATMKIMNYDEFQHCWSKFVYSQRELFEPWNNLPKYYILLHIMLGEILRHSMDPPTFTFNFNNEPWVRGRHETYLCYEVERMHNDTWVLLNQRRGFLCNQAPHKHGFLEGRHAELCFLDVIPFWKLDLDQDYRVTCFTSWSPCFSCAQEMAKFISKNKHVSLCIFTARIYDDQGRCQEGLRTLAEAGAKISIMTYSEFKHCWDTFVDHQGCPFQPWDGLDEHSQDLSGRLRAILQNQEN
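Read-out is eYFP fluorescence (Ex 488/Em 500-530) from Vif-expressing HeLa A3G-eYFP cells; more signal means A3G escaped Vif-mediated degradation. Cells plated overnight, compound pinned in, incubated overnight at 37 deg C.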
D1 antag: human D1 dopamine receptor antagonism; P21728; HEK293 TREx D1 cells, calcium flux, dopamine EC80; active compounds read low; activity change, negative = inhibition, % at 10 µM; actives 3.2% (n = 360,000); AID 504652; in the data active = activity change below about -30%; note: % is set by controls: 0 for no effect and ±100 for the full control effect
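Cells carrying a force-coupled, tetracycline-inducible human D1 receptor report calcium flux. Each well gets a 10 s baseline, compound with 180 s monitoring, then an EC80 dopamine stimulus with a second 180 s kinetic read.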
D2 potentiator: positive allosteric modulators of human D2 dopamine receptor; P14416; HEK293 T-REx D2, calcium flux, EC20 dopamine potentiation; potentiation, % at 10 µM; actives 0.34% (n = 340,000); AID 485347;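 active = potentiation over 3 SD above the plate norm, cut at about 30% in these data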; note: 0% is about no effect
Target sequence (P14416 whole entry, looked up): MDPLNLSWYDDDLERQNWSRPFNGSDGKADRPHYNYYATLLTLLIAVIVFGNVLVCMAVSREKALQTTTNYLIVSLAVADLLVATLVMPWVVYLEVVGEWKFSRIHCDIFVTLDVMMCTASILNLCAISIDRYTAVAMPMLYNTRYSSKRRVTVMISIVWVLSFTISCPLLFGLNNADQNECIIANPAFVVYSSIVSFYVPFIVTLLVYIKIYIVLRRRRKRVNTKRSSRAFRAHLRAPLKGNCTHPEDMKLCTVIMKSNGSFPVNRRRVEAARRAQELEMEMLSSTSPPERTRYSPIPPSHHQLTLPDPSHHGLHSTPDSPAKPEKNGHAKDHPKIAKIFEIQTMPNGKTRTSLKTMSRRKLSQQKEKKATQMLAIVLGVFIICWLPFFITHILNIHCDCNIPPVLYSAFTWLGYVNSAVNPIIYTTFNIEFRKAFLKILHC
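Potentiation of an EC20 dopamine calcium response measured kinetically over 180 s, after a preceding 180 s compound-only read flagging agonists. Cells: inducible Hek293 Trex D2 line, 4000/well, cultured overnight at 30 C before dye loading.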
* hit, by the source's call; u = inconclusive; x = not tested or not shown. Unless noted, calls come from the whole dose curve; as a rule, active = well fitted curve in the direction sought with a large enough effect; inconclusive = small, poorly fitted or top-dose-only effect, or another doubt; inactive = no such curve, though single readings can be large; an effect the other way counts as inactive or inconclusive. An excerpt, so the mix of outcomes need not match the whole.

SMILES | GRP78 ERSR act | D1 PAM | Vif-A3F inh | LDHA inh | D1 ag | RXFP1 ag | Vif-APOBEC3G blk | D1 antag | D2 potentiator
CC(C)NS(=O)(=O)c1ccc(CCC(=O)NCc2ccco2)cc1 | -4% | -9 | 1% | -8 | 1 | 2.0% | -2% | -1 | 29
CC1Cc2cc(-c3csc(N)n3)ccc2O1 (stereo not given) | 0% | -4 | -9% | -4 | 0 | 0.4% | -1% | 3 | 4
CC(C)NC(=O)c1sc(=S)n2c1[nH]c(=O)c1ccc(C(=O)NCCc3ccc(Cl)cc3)cc12 | -4% | -11 | 9% | -3 | 3 | 2.0% | -2% | -59* | 7
Oc1ccccc1-c1nc2cnccn2c1Nc1ccc2c(c1)OCCO2 | 2% | -4 | -2% | 7 | 0 | -0.3% | -7% | 8 | -3
COc1ccc(CCNC(=O)c2ccc3c(c2)N(Cc2cccc(Cl)c2)C(=O)c2ccccc2S3=O)cc1OC (stereo not given) | -2% | -5 | -8% | -6 | 3 | 0.7% | -10% | -22 | 17
COc1ccc(NC(=O)CCN2CCCCC2)cc1 | -3% | -5 | -2% | -4 | 1 | -1.6% | 2% | 4 | 8
COc1ccc(NC(=O)CNS(=O)(=O)c2ccc(Cl)cc2)cc1 | -2% | 5 | 2% | 3 | 0 | -1.5% | -8% | 11 | 45*
COc1cccc(C(=O)c2c(C)c(CCC#N)n3ccccc23)c1 | -5% | -2 | 11% | -2 | 1 | 0.0% | 3% | 2 | -2
COc1ccc(C2N(C(=O)N(C)C)CCN2S(=O)(=O)c2ccc(OC)cc2)cc1 (stereo not given) | 2% | -4 | 9% | -11 | 1 | 1.1% | 0% | 0 | 22
CSc1ncccc1C(=O)N1CCN(S(=O)(=O)c2ccc3c(c2)OCCO3)CC1 | -3% | x | 6% | 0 | x | x | -1% | x | x
COc1ccc(CN(C)CCCn2cnc3c(OCc4ccccc4)ncnc32)cc1 | -3% | x | 1% | -1 | x | x | 5% | x | x
Cc1ccc(S(=O)(=O)NCCC(=O)N2CCCCCC2)cc1 | -1% | -14 | 6% | -1 | 4 | 0.6% | 0% | -36* | 11
C=CCN1CCN(C(=O)CCc2ccccc2)CC1 | -3% | -4 | 2% | -2 | 2 | -1.7% | 0% | 1 | -4
Cc1nn(-c2ccccc2)c(N)c1C(O)(C(F)(F)F)C(F)(F)F | 1% | -18 | -11% | -7 | 1 | -0.7% | -1% | -19 | 1
CSc1nc(N)c2c3c(sc2n1)CN(C)CC3 | -2% | 3 | 0% | -2 | 1 | 10% | 0% | 8 | 3
CN(CCc1ccccc1)C(=O)c1ccc(NC(=O)Cc2cccc(NC(=O)C3CCN(C(=O)C4CC4)CC3)c2)cc1 | -5% | x | 10% | -2 | x | x | 3% | x | x
O=C(CCS(=O)(=O)c1ccc(F)cc1)Nc1nccs1 | 0% | x | -7% | -2 | x | x | -1% | x | x
Cc1ccc(S(=O)(=O)N2CCN(C(=O)CSc3nc4ccccc4c(=O)[nH]3)CC2)cc1 | 0% | 0 | u | -6 | 0 | u | -4% | -1 | -10
CCN(CC)C(=O)Cn1cc(S(=O)(=O)CC(=O)NCc2ccc(C)cc2)c2ccccc21 | -1% | x | 8% | -5 | x | x | -1% | x | x
O=C(CSc1nc(-c2ccco2)cc(C(F)(F)F)n1)Nc1cccnc1 | -3% | -2 | -25% | 1 | 3 | 0.2% | u | -23 | -1
Cc1c(Br)c([N+](=O)[O-])nn1CC(=O)NC1CCCCCC1 | 1% | -3 | -30% | 2 | 1 | 0.1% | -7% | 5 | 1
COc1ccc(OC)c(NP2(=O)OCC(C)([N+](=O)[O-])CO2)c1 (stereo not given) | -5% | x | 5% | 17 | x | x | 1% | x | x
CN(C)c1cc(NC(=O)CN2CCCC2)c2ccccc2n1 | -4% | 2 | -1% | -21 | 3 | -1.9% | 8% | -9 | 8
COCCOc1ccc(C(F)(F)F)cc1NC(=O)COC(=O)c1ccc(N2CCCC2=O)cc1 | -7% | x | -8% | -5 | x | x | 3% | x | x
CCC(Oc1ccccc1)C(=O)N1CCN(C(=O)C(CC)Oc2ccccc2)CC1 (stereo not given) | -3% | 1 | -11% | -1 | 1 | -0.6% | 1% | -3 | 7
(cont.)
SMILES | GRP78 ERSR act | D1 PAM | Vif-A3F inh | LDHA inh | D1 ag | RXFP1 ag | Vif-APOBEC3G blk | D1 antag | D2 potentiator
CSCC[C@H](NC(=O)[C@@H]1Cc2ccccc2CN1)C(=O)NC(C)c1ccccc1 (stereo not given in full) | -2% | -6 | 3% | -13 | 3 | -2.0% | -7% | 3 | 14
O=C(c1ccc(Cl)nc1)N1CCc2ccccc2C1 | 0% | 5 | 2% | -2 | 2 | -0.2% | -2% | -4 | 1
COc1cccc(CNC(=O)CSc2nc(=O)[nH]c3c2CCC3)c1 | -2% | 0 | 0% | -3 | -1 | 3.2% | -4% | x | -5
COc1ccc(/C=C2\SC(=O)N(CC(=O)Nc3cccc(C)c3)C2=O)cc1O | -2% | -3 | -3% | -6 | 3 | -0.2% | -5% | 2 | 1
C=CCc1ccc(OCCOCCOc2ccccc2[N+](=O)[O-])c(OC)c1 | -4% | -3 | -6% | 0 | 11 | 3.2% | 1% | -8 | -7
S=c1[nH]nc(-c2ccccc2)n1/N=C/c1ccc(Cl)cc1 | -2% | -11 | -1% | -2 | 0 | 0.0% | 0% | 5 | -1
CCN1/C(=C2/SC(=S)N(NC(C)=O)C2=O)Sc2ccc(OC)cc21 | -1% | -3 | -4% | -20 | 0 | -3.3% | -3% | -3 | 12
CCn1nccc1C(=O)Nc1cc(Cl)cc(Cl)c1 | 4% | -10 | -16% | -8 | 14 | 2.1% | -1% | 5 | 5
S=c1[nH]nc(CSCc2ccc(Cl)cc2Cl)n1-c1ccccc1 | -1% | 12 | -10% | -2 | 5 | -2.6% | -1% | 7 | 19
COc1cc(CNCCSc2nnnn2C)ccc1OCc1ccccc1 | 5% | -4 | -2% | 1 | 4 | -4.3% | 2% | -10 | -15
Cc1ccc(C)c2[nH]c(=O)c(CCNC(=O)Cc3cccs3)cc12 | -1% | -2 | 6% | -7 | -1 | 1.1% | -2% | 29 | -10
c1ccc(-c2sc3ccccc3c2-c2ccc(OCCN3CCCCC3)cc2)cc1 | -2% | x | -1% | -1 | x | x | 3% | x | x
O=C(CCCl)Nc1nc2c(s1)CCc1ccccc1-2 | -8% | -8 | 11% | 15 | 3 | 5.1% | u | -14 | -12
O=C(N/N=C/c1c[nH]c2ccccc12)c1ccccc1Cl | 2% | -9 | 7% | -6 | 3 | 2.5% | -4% | -3 | -7
COC(=O)c1cccc(NC(=O)Cc2ccccc2[N+](=O)[O-])c1C | -2% | -8 | 4% | -10 | 3 | 0.8% | -3% | 3 | x
CCOC(=O)c1nc(C)n(-c2cc(OC)c(Cl)cc2Cl)n1 | 4% | -6 | 7% | -1 | 3 | 1.7% | -1% | -3 | 6
COc1ccc(/C=C/C(=O)Nc2sc3c(c2C(N)=O)CCC(C)C3)cc1OC (stereo not given) | -2% | 1 | 6% | -9 | 0 | -0.9% | 2% | -13 | -4
Cc1ccc(C(=O)N(Cc2ccc3c(c2)OCO3)Cc2nc3ccccc3c(=O)[nH]2)cc1 | 5% | 3 | -4% | -1 | 2 | 0.1% | -1% | -6 | 6
COc1ccc(S(=O)(=O)N2CCCC(C(=O)NCc3ccccc3)C2)cc1 (stereo not given) | 1% | -6 | 0% | -3 | 18 | -0.8% | 0% | -31* | 12
CC(=O)NC(Cc1c[nH]c2ccccc12)C(=O)OCC(=O)N1CCCCCC1 (stereo not given) | 0% | -6 | -9% | -3 | 0 | -0.5% | 3% | x | 10
CC(=O)Nc1cccc(NC(=O)CSc2ccc(-c3ccccn3)nn2)c1 | -1% | 2 | 1% | -5 | -1 | 0.4% | -22% | 23 | 4
Cc1nn(C)c(Cl)c1C(=O)NCC(=O)Nc1ccc(C(C)C)cc1 | -1% | -3 | 10% | -1 | 2 | 4.6% | 1% | -1 | -13
O=C(NCC1OCCCN1S(=O)(=O)c1cc(F)ccc1F)C(=O)NC1CCCC1 (stereo not given) | 0% | 0 | 6% | -1 | 1 | 0.6% | 2% | 12 | -12
CCCCCOc1ccc(C(=O)N(Cc2ccco2)C2CCS(=O)(=O)C2)cc1 (stereo not given) | 2% | 4 | 0% | -1 | 1 | -0.8% | 1% | 1 | -2
N#Cc1nc(Cc2cccc3ccccc23)oc1NCc1ccco1 | -1% | -2 | -7% | 7 | 1 | -1.2% | -8% | -6 | 1
New compounds follow.
SMILES | GRP78 ERSR act | D1 PAM | Vif-A3F inh | LDHA inh | D1 ag | RXFP1 ag | Vif-APOBEC3G blk | D1 antag | D2 potentiator
COc1cc(NC(C)=O)c2ncccc2c1[N+](=O)[O-] | -4% | -2 | -27% | 15 | 2 | -2.0% | 0% | -1 | 14
S=c1[nH]nc(-c2ccco2)n1-c1ccccc1Cl | -6% | -4 | 5% | -5 | 4 | -1.0% | 0% | -29 | 5
Cn1c(SCc2c(Cl)cccc2Cl)nc(C(F)(F)F)cc1=O | -7% | 8 | 0% | -2 | 1 | 1.6% | 2% | 23 | 8
O=C(COc1ccc2c3c(c(=O)oc2c1)CCC3)Nc1ccc(CN2CCOCC2)cc1 | -5% | -3 | -21% | 2 | 2 | 2.3% | 1% | -2 | -6
Cc1nn(CC(=O)N2CCC(C)CC2)c(=O)c2cc3sccc3n12 | -2% | -1 | 3% | 0 | -2 | 4.9% | 4% | -5 | -4
Cc1cc(C)c(NC(=S)NC(=O)c2ccccc2)cc1C | 6% | x | u | -8 | x | x | 0% | x | x

Source: PubChem (National Center for Advancing Translational Sciences (NCATS))
